# SKN-1 block = C. elegans SKN-1 inhibition | C. elegans VP596 Pgst-4::GFP/RFP ratio, acrylamide-induced, 24 h | inhibition, % at 21.8 µM | AID 624304 | 0.49% of 360,000 active;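 active = interference check ratio from 0.5 to 1.5 plus GFP to RFP signal ratio inhibition reaching or exceeding a fixed threshold, cut at about 30% in these data, passing the limit was not always enough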; also: some compounds called inactive have numbers as strong as hits
# MsrA act = activates bovine MsrA enzyme. 0.3% of 360,000 active. AID 602163. activation, % at 10.6 µM. purified bovine MsrA, absorbance read-out; in the data active = activation above about 7.5%;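 also: 0% = vehicle and 100% = reference activator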
# FAS-TE inh = FAS thioesterase (human) inhibition; recombinant FAS-TE, OMFH fluorogenic substrate, fluorescence endpoint; inhibition, % at 15 µM; 0.67% of 360,000 active; AID 602261;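 active = compounds whose normalised, plate-corrected inhibition of enzyme fluorescence in the single-dose primary screen is 50% or more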;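 also: 0% = DMSO with enzyme and 100% = substrate without enzyme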
# MLLE-PAM2 inh = blocks PAM2 peptide binding to the PABP1 MLLE domain. P11940. GST-MLLE / FITC-PAM2 fluorescence polarization. inhibition, % at 20 µM. 0.36% of 360,000 active. AID 588489; in the data active = inhibition above about 35%, passing the limit was not always enough;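 also: plate controls were DMSO wells with GST-MLLE for no effect and wells lacking GST-MLLE protein for full effect; some results filed as inactive read as strong as hits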
# NRP1-CendR mod = NRP-1/CendR interaction modulation; FAM-RPARPAR peptide binding to NRP-1, fluorescence polarization; inhibition, % at 25 µM; 0.85% of 360,000 active;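 active = inhibition or corrected inhibition above about 18%, plus a signal ratio from 0.5 to 1.5, limit read from the data, passing the limit was not always enough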; also: strong numbers were not always called active
# MT1-MMP act inh = blocks activation of human MT1-MMP | P50281 | HT1080 RFP-PRO-GFP cells, GFP/RFP ratio fluorescence, overnight; percent of plate control window, DMSO zero | GFP/RFP ratio change, % at 20 µM | 0.061% of 360,000 active | AID 651647;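 active = GFP/RFP ratio change of at least 30% with cell ATP level not reduced by more than half and red fluorescence within 50% of control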; also: strong numbers were not always called active
#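 Material – HT1080 RFP-PRO-GFP cells · Control set – DMSO wells and RFP-L50D-GFP cells · Incubation – overnight cell settling, then overnight compound exposure, 37 °C, 5% CO2 · Compound dosing – single-point 20 µM compound, 1% DMSO · Read-out – GFP/RFP fluorescence ratio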
# Tb MetRS inh = blocks T. brucei methionyl-tRNA synthetase activity | inhibition, % at 11.9 µM | 0.4% of 360,000 active | purified T. brucei MetRS, ATP depletion, Kinase-Glo luminescence;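 active = inhibition above a per-plate cutoff of the control wells' mean inhibition plus 3 SD, cut at about 5.5% in these data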;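 also: 0% = DMSO wells median and 100% = median of wells with control inhibitor compound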
#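 System: purified T. brucei MetRS enzyme / Detection: Kinase-Glo luciferase luminescence reporting remaining unconsumed ATP / Medium: HEPES buffer with MgCl2, KCl, DTT, spermine, BSA, pyrophosphatase / Replication: singlicate, one well per compound / Evaluation: percent inhibition relative to median high and low control wells / Schedule: 2 h aminoacylation at 25 °C after 15 min preincubation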
# E coli Lon inh = E. coli protease La inhibition; inhibition, % at 7.94 µM; P0A9M0; 0.42% of 360,000 active; purified E. coli Lon protease, fluorescence polarization; in the data active = inhibition above about 13%, passing the limit was not always enough;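 also: 0% = enzyme with probe and DMSO and 100% = no enzyme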
# Target sequence (P0A9M0 whole entry, looked up): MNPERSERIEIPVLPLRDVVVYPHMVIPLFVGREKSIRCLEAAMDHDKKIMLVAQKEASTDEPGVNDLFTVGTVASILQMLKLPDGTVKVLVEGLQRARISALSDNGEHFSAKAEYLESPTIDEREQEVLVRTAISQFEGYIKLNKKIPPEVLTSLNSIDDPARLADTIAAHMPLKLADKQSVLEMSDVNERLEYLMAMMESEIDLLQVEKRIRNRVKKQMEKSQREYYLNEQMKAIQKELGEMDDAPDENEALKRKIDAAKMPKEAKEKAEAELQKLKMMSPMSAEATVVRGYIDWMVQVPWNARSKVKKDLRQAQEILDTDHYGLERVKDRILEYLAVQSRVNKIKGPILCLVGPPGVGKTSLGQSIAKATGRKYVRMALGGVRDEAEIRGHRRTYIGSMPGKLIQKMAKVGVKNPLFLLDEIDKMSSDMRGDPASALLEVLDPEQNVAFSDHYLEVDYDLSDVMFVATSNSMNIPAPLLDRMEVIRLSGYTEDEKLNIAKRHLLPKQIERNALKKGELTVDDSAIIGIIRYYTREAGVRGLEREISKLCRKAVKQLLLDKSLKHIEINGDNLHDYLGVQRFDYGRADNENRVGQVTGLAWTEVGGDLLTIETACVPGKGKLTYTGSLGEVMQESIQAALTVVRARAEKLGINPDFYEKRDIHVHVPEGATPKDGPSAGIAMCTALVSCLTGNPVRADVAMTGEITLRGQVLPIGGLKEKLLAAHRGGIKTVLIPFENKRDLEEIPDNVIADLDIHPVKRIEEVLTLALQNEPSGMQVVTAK
# MsrA inh = bovine MsrA inhibition. purified bovine MsrA, absorbance read-out. inhibition, % at 15.5 µM. 0.75% of 360,000 active; in the data active = inhibition above about 4.5%;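 also: 0% = vehicle wells with enzyme and 100% = reference inhibitor wells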
# An asterisk follows results filed as active; . = no result given. An unsorted share of the library; about 4% have a hit in one of these screens.
Molecule	SKN-1 block	MsrA act	FAS-TE inh	MLLE-PAM2 inh	NRP1-CendR mod	MT1-MMP act inh	Tb MetRS inh	E coli Lon inh	MsrA inh
CCOCCCNC(=O)C(c1ccc(Cl)cc1)N(Cc1cccs1)C(=O)c1ccccn1 (centres undefined)	7	-5	1	-2	-12	-3	-0.3	-6	-0.2
O=[N+]([O-])c1cccnc1N/N=C/c1ccccc1O	9	-4	3	-14	0	-2	-2.5	-8	-0.5
Cc1cccc(C)c1-n1c(C)cc(/C=N\Nc2ccc([N+](=O)[O-])cn2)c1C	29	1	-13	-153	-54	-47	-0.2	-57	0.7
Cc1ccccc1CN1CCNC(=O)C1CC(=O)N(C)CCC1CCOCC1 (centres undefined)	-2	-4	-2	5	15	-1	-0.6	-2	-0.1
O=C(Nc1ccccc1)c1cc2ccc3ccccc3c2s1	6	-2	12	7	-1	-7	-0.1	-10	2.2
C=CCn1c(=O)c2c(nc(Br)n2Cc2ccccc2Cl)n(C)c1=O	24	-2	4	-10	2	-5	-0.3	3	1.8
COCCn1c(C)cc(C(=O)CSc2nnc3ccccn23)c1C	-2	-1	-5	26	-10	1	-0.4	2	2.1
CCOC(=O)c1cnc(SCC(=O)OCC(=O)N(CC)C2CCS(=O)(=O)C2)nc1N (centres undefined)	8	-2	-3	-24	4	-5	-0.5	3	-1.1
NC(=O)C1=C(c2ccccc2)c2ccccc2C1=O	-20	-3	-2	20	-8	-1	-0.2	8	0.7
Cc1c(NS(=O)(=O)c2cc(C(=O)OCC(=O)N3CCC(C)CC3)ccc2Cl)c(=O)n(-c2ccccc2)n1C	7	-1	-4	18	5	-1	-1.0	-8	0.3
Cc1cc(C)n(-c2ccccc2[N+](=O)[O-])n1	0	-8	-5	-1	1	6	-0.7	-4	1.5
CCN(Cc1nc(-c2ccc(Cl)cc2)no1)CC1CCCO1 (centres undefined)	2	-1	7	-7	1	1	-0.7	-8	0.1
CCOc1ccc(N/C(C)=C/C(=O)c2ccc(C)o2)cc1	3	0	10	8	2	2	-0.6	-1	-0.7
CC(=O)c1c(C)[nH]c(C(=O)COC(=O)CCCOc2ccccc2)c1C	13	-11	3	-2	2	-5	-0.9	6	0.1
COc1ccc(CCNCC(O)COc2cccc(Br)c2)cc1 (centres undefined)	4	-2	-4	-3	10	3	0.1	7	-1.9
Cc1nc2ncnn2c(C)c1CCC(=O)N1CCN(Cc2ccccc2)CC1	-9	-5	-7	-6	-3	2	-0.5	0	0.2
O=S(=O)(c1ccccc1)c1nc(-c2ccco2)oc1N1CCCCCC1	19	-2	13	4	-1	-1	-0.7	2	0.2
CC(C)NC(=S)Nc1c(N)[nH]c(=O)[nH]c1=O	0	-1	-8	6	-4	2	1.1	3	-0.3
Cc1ccc2c(c1)c1c(n2CCc2ccc(C)nc2)CCN(C)C1	6	-5	-6	6	25	-7	-0.6	4	0.6
Cc1ncc(S(=O)(=O)c2ccccc2)c(-c2ccccc2)n1	0	0	-5	-2	8	0	0.2	-8	-0.6
COCCNC(=O)CN(Cc1ccc(Cl)cc1)S(C)(=O)=O	-3	-3	-8	0	-6	-316	-0.1	-4	-1.3
COc1cc(/C(C#N)=C/c2cccc3ccccc23)c([N+](=O)[O-])cc1OC	4	-9	14	2	-16	1	-0.8	7	-0.2
CCSc1nnc(N2C(=O)CC(c3ccsc3)C3=C2CC(C)(C)CC3=O)s1 (centres undefined)	-4	-4	6	0	-4	1	-0.2	1	-0.7
O=C(NCCC1=CCCCC1)C1CCN(C(=O)c2ccc(Br)cc2)CC1	-4	-6	6	5	-2	0	-0.4	-1	-0.2
Cc1cccc(-n2ncc3c2CCCC3NC(=O)C2=CC(=O)CC(C)(C)O2)c1C (centres undefined)	-9	-4	2	-7	22	-5	-0.2	-10	-0.9
Cc1ccc(C)c(SCC(=O)NC(=O)NCc2ccccc2)c1	10	-1	10	-4	-3	-1	-0.1	4	0.6
Cc1nn(-c2ccccc2)c(N)c1N=Nc1ccccc1	11	-6	19	14	-2	1	-0.3	-14	5.3*
Cc1ccc2c(COC(=O)c3ccc(C)c(C)c3)cc(=O)oc2c1	8	-2	0	6	-6	-3	0.2	3	0.6
COc1ccccc1CN(Cc1nc2ccccc2c(=O)[nH]1)C(=O)Nc1cccc(C)c1	-1	-14	5	-7	-8	1	-1.5	-3	-0.3
CNc1nc(Nc2ccc(C)cc2C)c2sccc2n1	1	-7	-3	0	7	2	0.5	0	-0.8

# Next results:
Molecule	SKN-1 block	MsrA act	FAS-TE inh	MLLE-PAM2 inh	NRP1-CendR mod	MT1-MMP act inh	Tb MetRS inh	E coli Lon inh	MsrA inh
COc1cc(OC)c2c(-c3ccccc3)cc(=O)oc2c1	13	-1	16	-10	-11	1	-0.4	-5	1.5
CN(CCNC(=O)C1CCN(c2ncnc3c2nc2n3CCCCC2)CC1)Cc1ccccc1	6	-6	-1	2	5	3	-0.5	-4	0.3
Cc1cc(C(=O)NCc2ccccc2F)c2ccccc2n1	8	-2	-4	-47	-23	-1	0.3	-33	-0.6
O=C(O)c1cc(S(=O)(=O)N2CCCC2)ccc1Br	20	-3	-7	-13	-7	-2	0.2	0	-1.4
CCC(=O)Nc1ccc(NC(=O)c2ccccc2)nc1	-7	-6	0	-3	-9	0	-0.3	12	-0.1
Cc1sc2ncnc(NCc3ccccc3)c2c1C	-7	-3	11	4	-4	0	-0.8	-9	-0.6
COc1ccc(-n2ncc3c(=O)n(CC(=O)Nc4ccc5c(c4)OCCO5)cnc32)cc1	-5	-13	-2	2	5	-1	-0.7	4	0.9
Clc1ccc2oc3c(Cl)ncnc3c2c1	24	-4	5	-6	4	-8	-0.3	-4	-0.6
COc1ccc(-c2cn(-c3cccc(C)c3)c(=O)[nH]2)cc1OC	-13	-2	-2	-8	-13	-2	-1.2	-9	-0.8
C/C(=N\Nc1ccc([N+](=O)[O-])cc1)c1ccc(C#N)cc1	22	0	-2	-30	-28	9	-0.3	-8	0.1
COc1ccc(-n2nnnc2SCc2nc3ccccc3s2)cc1	18	0	10	-35	-14	-4	1.1	-22	0.0
COc1cccc(CNC(=O)C2CCC(CNS(=O)(=O)c3cccc4cccnc34)CC2)c1 (centres undefined)	-6	0	-9	-10	-5	-1	0.1	8	0.8
Cc1ccc(C(C)C)c(Oc2cnccn2)c1	16	-1	-3	9	-3	0	0.5	-2	1.5
COC(=O)c1ccc(NC(=O)c2cccc(C)c2[N+](=O)[O-])cc1	-7	-9	4	-10	-2	3	-0.4	0	-1.0
CCC(=O)Nc1cc(C(=O)O)ccc1Sc1ccc(Cl)cc1	9	-9	-4	-5	1	2	-1.2	5	-0.3
Cc1ccccc1NC(=O)CSc1nc2c(c(=O)n(C)c(=O)n2C)n1C	-15	1	-4	4	5	4	0.0	7	0.2
Cc1ccc(S(=O)(=O)N(C)C)cc1NC(=O)c1cc(-c2ccco2)nc2ccccc12	13	-4	6	-5	-7	-6	0.2	-4	.
Cn1c(Cn2cnc([N+](=O)[O-])n2)nnc1SCC(=O)Nc1ccccc1	-3	-4	-5	2	4	2	0.6	5	-0.8
COc1ccc(OC)c(CNC(=O)C2CCN(S(C)(=O)=O)CC2)c1	-5	-2	-6	8	-7	2	-0.6	-5	0.4
CC(C)(C)OC(=O)n1cc(/C=N/NC(=O)c2ccco2)c2ccccc21	-1	-6	0	-12	4	1	0.6	11	4.4
COc1cccc(C(=O)OCCN2C(=O)c3ccccc3C2=O)c1OC	-11	-5	0	0	-10	10	-0.9	5	-0.7
CCOC(=O)N1CCN(S(=O)(=O)c2ccc(C(=O)N(CCCN(C)C)c3nc4ccc(CC)cc4s3)cc2)CC1	-12	-4	12	4	19	-5	0.0	-14	-1.3
CCCC(=O)Nc1ccc2c(c1)Cc1ccccc1-2	-7	-2	0	5	-1	2	-0.1	-5	-0.4
O=C1N/C(=N\N=C\c2cccs2)SC1Cc1ccc(Cl)cc1 (centres undefined)	0	-4	-2	-2	0	-3	-0.4	1	-0.3
Cc1cc(C)cc(N(C(=O)c2csnn2)C(C(=O)NC(C)(C)C)c2cccnc2)c1 (centres undefined)	5	-4	-3	10	-7	0	-0.3	-2	-1.5
C/C(=N\NC(=O)Cc1cc(=O)[nH][nH]1)c1cccc([N+](=O)[O-])c1	2	-2	-5	12	13	8	-0.1	5	-1.4
O=C(Nc1cccc(F)c1)NC1CCN(Cc2ccccc2)CC1	-3	-1	-9	3	-1	3	-0.2	-3	0.2
COc1ccccc1C(=O)Nc1ccc(C(=O)Nc2ccccc2C(=O)O)cc1	2	-4	-2	-3	-15	3	0.1	-5	0.7
O=C1OC(C(=O)Nc2ccccc2)Cc2ccccc21 (centres undefined)	1	-2	-1	5	2	1	-0.8	5	1.5
COc1ccc(-c2nc(CS(=O)CC(=O)NCCCN3CC(C)CC(C)C3)c(C)o2)cc1OC (centres undefined)	5	-3	-11	12	2	2	-0.6	-1	1.9

# Remaining list, next part.
Molecule	SKN-1 block	MsrA act	FAS-TE inh	MLLE-PAM2 inh	NRP1-CendR mod	MT1-MMP act inh	Tb MetRS inh	E coli Lon inh	MsrA inh
NS(=O)(=O)c1ccc(CCNC(=O)C(=O)c2cn(CC(=O)N3CCCC3)c3ccccc23)cc1	-6	-3	-6	5	6	-4	0.2	5	1.9
Cc1occc1-c1nnc(SCC(N)=O)n1Cc1ccccc1	10	-10	-6	6	0	3	-0.8	-1	-1.5
O=C(Nc1ccccc1)OCCCc1ccccc1	35*	-4	12	-12	9	2	-0.2	-2	-1.6
CCN(CC)CCNC(=O)C(=O)Nc1ccc2c(c1)N(S(=O)(=O)c1cccs1)CCC2	-7	0	-4	-5	-7	3	0.1	-7	-1.1
COc1ccc(NC(=O)c2ncn[nH]2)cc1	-1	-1	-8	-8	4	-1	0.2	-1	0.0
O=[N+]([O-])c1ccc(CN2CC(N3CCN(CC4CC4)CC3)CS2(=O)=O)cc1 (centres undefined)	2	-8	-4	4	0	3	-1.3	-5	0.4
COc1ccccc1/C=C/CN1CCN(Cc2ccc(F)cc2)C(CCO)C1 (centres undefined)	-14	-3	2	3	-7	2	-0.4	1	0.5
COC(=O)c1[nH]c2ccc(Cl)cc2c1NC(=O)CCN1CCN(C2CCCCC2)CC1	5	0	-6	-30	4	0	0.5	-9	0.9
NS(=O)(=O)c1ccc(CNC(=O)CNC(=O)Cc2ccccc2)cc1	3	-3	-6	-1	-3	3	-0.6	-8	0.5
CCOCCCNC(=O)C1(O)c2ccccc2NC(=O)N1c1ccc(C)c(C)c1 (centres undefined)	16	1	-6	14	10	2	1.2	0	1.7
CSc1ncccc1C(=O)Nc1cc(Cl)ccc1N1CCOCC1	-2	-3	16	2	1	2	-0.5	-10	-0.2

# 2 entries from above in another layout.
# Results follow in this order: SKN-1 block, MsrA act, FAS-TE inh, MLLE-PAM2 inh, NRP1-CendR mod, MT1-MMP act inh, Tb MetRS inh, E coli Lon inh, MsrA inh
- O=C(NCCC1=CCCCC1)C1CCN(C(=O)c2ccc(Br)cc2)CC1
→ -4, -6, 6, 5, -2, 0, -0.4, -1, -0.2
- Cc1cccc(-n2ncc3c2CCCC3NC(=O)C2=CC(=O)CC(C)(C)O2)c1C (centres undefined)
→ -9, -4, 2, -7, 22, -5, -0.2, -10, -0.9

# Compound activity deposited in PubChem BioAssay by several laboratories.
